From PubChem
NR2E3 ag-1: activates human NR2E3 receptor; Q9Y5X4; CHO-S Gal4-NCOR/VP16-NR2E3 two-hybrid, luciferase; inhibition of corepressor binding, % at 3.98 µM; actives 0.35% (n = 360,000); AID 602229;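 active = inhibition above the mean of all tested compounds plus 3 SD, cut at about 70% in these data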;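 also: 0% = DMSO with NR2E3 transfected cells and 100% = cells lacking NR2E3 construct; higher means lower luciferase signal from less NR2E3 corepressor binding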
Target sequence (Q9Y5X4 whole entry, looked up, the tested form may be a part): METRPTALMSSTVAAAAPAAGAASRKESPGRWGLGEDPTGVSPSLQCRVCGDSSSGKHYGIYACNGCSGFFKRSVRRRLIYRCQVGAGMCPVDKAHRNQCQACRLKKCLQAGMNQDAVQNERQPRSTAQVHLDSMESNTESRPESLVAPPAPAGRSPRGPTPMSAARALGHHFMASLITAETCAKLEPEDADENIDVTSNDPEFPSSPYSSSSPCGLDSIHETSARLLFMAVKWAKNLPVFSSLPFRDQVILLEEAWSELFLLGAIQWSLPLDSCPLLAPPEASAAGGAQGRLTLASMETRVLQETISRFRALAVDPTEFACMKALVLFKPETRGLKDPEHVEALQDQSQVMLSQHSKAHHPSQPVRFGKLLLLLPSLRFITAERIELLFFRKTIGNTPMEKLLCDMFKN
iPSC survival up: increases survival of single human iPS cells; survival enhancement, % at 20 µM; actives 0.044% (n = 360,000); hiPSC single-cell survival, ATPlite luminescence; 100% = ROCK inhibitor wells, 0% = DMSO; in the data active = survival enhancement above about 18%;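 also: cells exposed to compounds for 16 hours before the ATP read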
KKLEB tox: CF airway cell cytotoxicity counter-screen; KKLEB CF airway cells viability, ATPlite luminescence, overnight; hits give low values; cells stimulated with P. aeruginosa culture filtrate; actives 0.36% (n = 360,000); AID 602141; activity change (cytotoxicity), % at 5 µM;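 active = corrected activity change at or below -50% at 5 µM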
LMP1 NFkB inh: inhibitors of Epstein-Barr LMP1-induced NF-kappaB reporter | LMP1-induced NF-kappaB luciferase reporter cells, luminescence | actives 0.69% (n = 350,000) | inhibition, % at 12.5 µM | AID 504558; in the data active = inhibition above about 41%;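 also: 0% = neutral control wells and 100% = reference inhibitor control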
Peg3 promoter: reduces Peg3 promoter-driven luciferase expression in HeLa; actives 1.7% (n = 360,000); HeLa PEG-Prom luciferase reporter, luminescence, overnight; inhibition, % at 20 µM; AID 588405;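 active = inhibition of at least 50% at 20 µM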
NR2E3 ag-2: NR2E3 (human) agonism | GST-NR2E3/biotin-RetCOR TR-FRET, 1536-well | inhibition of corepressor binding, % at 4.78 µM | actives 0.12% (n = 320,000) | AID 2300;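 active = percent inhibition above the cutoff of mean plus 3 SD of all tested compounds, set per screening campaign, cut at about 20% in these data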;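 also: 0% = DMSO wells and 100% = biotin wells as full block of FRET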
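Test system: GST-NR2E3 and biotin-RetCOR proteins | Quantity: 1.35 nM GST-tagged NR2E3 final | Medium: Tris pH 7.5 | Also added: 7 nM biotin-RetCOR | Dosing: Compound at 4.8 µM, single dose | Timing: 5 h at 4 °C | Detection: Time-resolved FRET | Read-out basis: Percent inhibition | Benchmarks: Biotin wells as high control, 0.6% DMSO wells as low control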
C8 TRAIL sens: sensitizes caspase-8 expressing cells to TRAIL | NB7+C8 cells + TRAIL, ATPlite viability luminescence | inhibition (viability loss, TRAIL sensitization), % at 10 µM | actives 1% (n = 360,000);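 active = compounds causing at least 50% loss of cell viability in the single-dose screen, relative to plate controls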
Shn3 3UTR inh: Schnurri-3 reporter inhibition in Clone20 osteoblasts | AID 588674 | Clone20 osteoblast Shn3 3'UTR firefly luciferase, 24 h | actives 0.52% (n = 360,000) | inhibition, % at 12.5 µM;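 active = mean inhibition of at least 75% with every replicate also reaching 75%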;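 also: 0% = median of neutral control wells and 100% = pilot-screen positive control compound; some compounds past the cut are filed as inactive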
MITF TRPM1 inh: MITF TRPM1 promoter inhibition in SK-MEL-5 cells; SK-MEL-5 TRPM1 promoter luciferase, 24 h; inhibition, % at 12.5 µM; actives 0.83% (n = 330,000);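 active = mean inhibition across replicates of 60% or more, whatever share of single replicates reaches that level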; also: values of inactives mirror those of a sister screen read the other way
HIF-2a inh: HIF-2a inhibition; inhibition, % at 18.8 µM; actives 0.72% (n = 360,000); 786-0 RCC cells HIF-2a reporter, luciferase luminescence, overnight;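 active = inhibition of the luminescence signal of 40% or more relative to plate controls, in a single-dose primary screen at 18.75 µM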
CF NFkB inh: blocks PAF-induced NF-kB reporter in cystic fibrosis cells; KKLEB NF-kB-GFP reporter, GFP fluorescence overnight; inhibition, % at 5 µM; actives 0.86% (n = 360,000); AID 588850;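 active = at least 50% inhibition at 5 µM, scaled per plate between neutral and stimulator controls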;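 also: PAF is a Pseudomonas aeruginosa culture filtrate used as stimulus; plate controls were PAF-stimulated DMSO wells for no effect and unstimulated DMSO wells for full effect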
Active calls of the source: *; x = not tested or not shown.

SMILES	NR2E3 ag-1	iPSC survival up	KKLEB tox	LMP1 NFkB inh	Peg3 promoter	NR2E3 ag-2	C8 TRAIL sens	Shn3 3UTR inh	MITF TRPM1 inh	HIF-2a inh	CF NFkB inh
O=C(OCCOc1cccc(Cl)c1)c1ccc(F)c(S(=O)(=O)N2CCOCC2)c1	-24	0.3	14	-4	7	-2	12	-7	7	9	0
O=C(Nc1ccnn1C1CCN(Cc2ccccc2)CC1)C1CCOC1 (configuration not stated)	-4	0.0	13	6	7	0	-22	11	1	8	-30
O=C(N/N=C/c1ccc(F)cc1)c1sccc1OCc1ccc(F)cc1	-95	12	-18	32	-49	-2	-4	-11	-14	-127	7
CN(C(=O)c1ccc(F)c(S(=O)(=O)N2CCOCC2)c1)C1CCCCC1	-16	0.1	24	1	-12	2	-6	-12	3	-5	6
CS(=O)(=O)N(CCCC(=O)N1CCCCCC1)c1cccc(Cl)c1	-2	0.4	1	-3	13	0	5	-16	18	10	-13
O=C(NCCCn1ccnc1)/C(=C/c1ccco1)NC(=O)c1ccccc1	-8	-0.6	-14	-5	-1	-5	-6	12	2	10	2
COc1ccc(-n2c(-c3ccc(Cl)cc3)c[n+]3c2CCCCC3)cc1	-5	0.1	5	7	10	0	28	71	30	10	7
CCOC(=O)C1CCCN(C(=O)c2cccc([N+](=O)[O-])c2C)C1 (configuration not stated)	-30	-0.7	3	0	5	5	3	-13	-19	9	4
CCN(CC)S(=O)(=O)c1ccc(Cl)c(NC(=O)CCCCl)c1	-3	-0.4	-1	4	11	3	-20	2	4	6	-20
COc1ccccc1-c1nnc(SCC(=O)Nc2cccnc2Cl)n1C	18	1.1	-32	-7	2	x	4	19	19	18	14
COc1cc(OC)cc(C(=O)N=c2sc3ccccc3n2C)c1	-30	-2.6	1	-21	-153	2	-2	-35	-57	-257	-1
CCOc1ccc2nc(N3C(=O)C(O)=C(C(=O)c4ccco4)C3c3ccco3)sc2c1 (configuration not stated)	-41	-0.3	-14	-4	-57	13	-3	3	-4	-87	14
COc1ccc(CN(C(=O)c2snc(C(N)=O)c2N)C(C(=O)NC2CCCC2)c2ccco2)cc1 (configuration not stated)	-29	0.2	-2	-5	-1	3	9	-8	-2	9	4
CCN(CC)C(=O)c1sc2nc(-c3cccs3)cc(-c3ccc(Cl)cc3)c2c1N	-52	-1.3	2	-5	23	5	-3	9	2	8	8
S=C(c1ccc(-c2cc(Cl)ccc2Cl)o1)N1CCCCC1	-27	0.3	-8	-16	-53	2	1	8	-30	-124	14
COc1ccc(C(=O)NCc2cc3ccccc3n2C)cc1	-38	1.4	3	-8	-123	0	-16	-33	-30	-183	-4
CC1CCCCN1C(=O)Cn1cc(C(=O)c2ccco2)c2ccccc21 (configuration not stated)	-27	-0.4	1	1	2	3	-3	0	3	2	-8
COCC(=O)OCc1cc2cccc(C)c2[nH]c1=O	-10	-0.2	8	-4	11	-1	-5	-9	0	14	5
CCCC12CN(C(=O)c3ccco3)CC(CCC)(CN(C(=O)c3ccco3)C1)C2=O	-10	0.4	-4	0	12	2	-3	-4	-3	-3	-5
C#CCOCCOCCOCCNc1nc(N2CCN(C(=O)CCCCCCCCCCNC(=O)[C@H](CO)n3cc(CCCSC)nn3)CC2)nc(N2CCN(C(=O)CCCCCCCCCCNC(=O)[C@H](CO)n3cc(CCCSC)nn3)CC2)n1	-29	-3.1	6	-12	11	5	-17	17	x	5	7

14 entries from above, set out differently.
Value order: NR2E3 ag-1 | iPSC survival up | KKLEB tox | LMP1 NFkB inh | Peg3 promoter | NR2E3 ag-2 | C8 TRAIL sens | Shn3 3UTR inh | MITF TRPM1 inh | HIF-2a inh | CF NFkB inh
O=C(N/N=C/c1ccc(F)cc1)c1sccc1OCc1ccc(F)cc1
 : -95 | 12 | -18 | 32 | -49 | -2 | -4 | -11 | -14 | -127 | 7
CN(C(=O)c1ccc(F)c(S(=O)(=O)N2CCOCC2)c1)C1CCCCC1
 : -16 | 0.1 | 24 | 1 | -12 | 2 | -6 | -12 | 3 | -5 | 6
CS(=O)(=O)N(CCCC(=O)N1CCCCCC1)c1cccc(Cl)c1
 : -2 | 0.4 | 1 | -3 | 13 | 0 | 5 | -16 | 18 | 10 | -13
O=C(NCCCn1ccnc1)/C(=C/c1ccco1)NC(=O)c1ccccc1
 : -8 | -0.6 | -14 | -5 | -1 | -5 | -6 | 12 | 2 | 10 | 2
COc1ccc(-n2c(-c3ccc(Cl)cc3)c[n+]3c2CCCCC3)cc1
 : -5 | 0.1 | 5 | 7 | 10 | 0 | 28 | 71 | 30 | 10 | 7
CCOC(=O)C1CCCN(C(=O)c2cccc([N+](=O)[O-])c2C)C1 (configuration not stated)
 : -30 | -0.7 | 3 | 0 | 5 | 5 | 3 | -13 | -19 | 9 | 4
CCN(CC)S(=O)(=O)c1ccc(Cl)c(NC(=O)CCCCl)c1
 : -3 | -0.4 | -1 | 4 | 11 | 3 | -20 | 2 | 4 | 6 | -20
COc1ccccc1-c1nnc(SCC(=O)Nc2cccnc2Cl)n1C
 : 18 | 1.1 | -32 | -7 | 2 | x | 4 | 19 | 19 | 18 | 14
COc1cc(OC)cc(C(=O)N=c2sc3ccccc3n2C)c1
 : -30 | -2.6 | 1 | -21 | -153 | 2 | -2 | -35 | -57 | -257 | -1
CCOc1ccc2nc(N3C(=O)C(O)=C(C(=O)c4ccco4)C3c3ccco3)sc2c1 (configuration not stated)
 : -41 | -0.3 | -14 | -4 | -57 | 13 | -3 | 3 | -4 | -87 | 14
COc1ccc(CN(C(=O)c2snc(C(N)=O)c2N)C(C(=O)NC2CCCC2)c2ccco2)cc1 (configuration not stated)
 : -29 | 0.2 | -2 | -5 | -1 | 3 | 9 | -8 | -2 | 9 | 4
CCN(CC)C(=O)c1sc2nc(-c3cccs3)cc(-c3ccc(Cl)cc3)c2c1N
 : -52 | -1.3 | 2 | -5 | 23 | 5 | -3 | 9 | 2 | 8 | 8
S=C(c1ccc(-c2cc(Cl)ccc2Cl)o1)N1CCCCC1
 : -27 | 0.3 | -8 | -16 | -53 | 2 | 1 | 8 | -30 | -124 | 14
COc1ccc(C(=O)NCc2cc3ccccc3n2C)cc1
 : -38 | 1.4 | 3 | -8 | -123 | 0 | -16 | -33 | -30 | -183 | -4

Going on with the list.
SMILES	NR2E3 ag-1	iPSC survival up	KKLEB tox	LMP1 NFkB inh	Peg3 promoter	NR2E3 ag-2	C8 TRAIL sens	Shn3 3UTR inh	MITF TRPM1 inh	HIF-2a inh	CF NFkB inh
O=C(CN1C(=O)C2C3C=CC(C3)C2C1=O)NCC1COc2ccccc2O1 (configuration not stated)	12	-2.1	7	-8	18	2	-1	-11	2	6	17
CC(C)NC(=O)c1ccc(CNC(=O)OCC(F)(F)F)cc1	11	0.7	-9	1	9	0	27	9	-6	10	6
CC1CCN(Cc2c(C(=O)N3CCc4ccccc4C3)nc3ccc(Cl)cn23)CC1	-47	0.0	-6	x	1	-1	-1	14	9	8	-10
O=C(CCNC(=O)c1ccc(Cl)cc1)Nc1ccccc1N1CCCC1	11	-0.4	-5	1	3	0	-13	-4	2	5	1
COc1ccc(OCC(=O)N2CCN(C(=O)COc3ccccc3)CC2)cc1	10	-2.3	3	6	8	-2	13	3	1	18	10
O=C(N=C1SC2CS(=O)(=O)CC2N1c1ccc(OC(F)(F)F)cc1)C1CC1 (configuration not stated)	-40	0.3	0	-19	-25	-1	-14	-21	7	-18	4
Cc1cccc(C2Nc3ccccc3C(=O)N2CCc2ccccc2)n1 (configuration not stated)	-31	-1.1	1	-7	-70	2	-1	-23	-25	-67	-6
CC(=O)NCCn1c(SCC(=O)NCc2ccco2)nc2ccccc2c1=O	-1	-1.9	-20	1	4	-1	-4	3	-5	13	-5
Cc1ccc([C@@H]2CC=C(C(=O)O)[C@H](c3ccc(C(C)(C)C)cc3)N2S(=O)(=O)c2ccc(C)cc2)cc1	98*	3.9	0	4	10	x	13	-4	4	3	51*
O=c1nc2scc(-c3ccccc3)n2c2ccccc12	-10	1.0	-17	-16	-21	1	-16	-3	-5	-86	-19
CCOc1ccc(N/C=C/C(=O)c2ccc3ccccc3c2)c([N+](=O)[O-])c1	-29	-4.3	0	-31	-125	3	1	-52	-87	-131	6
COc1cccc(CN(C)CC(=O)NC(=O)NCc2ccco2)c1	-21	2.0	0	-2	2	2	-11	7	5	9	2
O=[N+]([O-])c1cccc(Oc2ncccc2[N+](=O)[O-])c1	3	2.7	-9	-10	6	x	2	28	-7	-16	18
CC1CCCC(C)N1C(=O)CSc1nnc(-c2c[nH]c3ccccc23)o1 (configuration not stated)	-68	1.4	10	-49	-130	-2	-3	-29	-69	-114	-5
Cc1ccc(-c2cc(C(F)(F)F)n3ncc(C(=O)N4CCCCC4c4cccnc4)c3n2)cc1 (configuration not stated)	6	-0.5	-9	4	21	-2	-3	8	6	22	20
COC(=O)c1c(NC(=O)CN2C(=O)NC3(CCC(C(C)(C)C)CC3)C2=O)sc2c1CCCCC2 (configuration not stated)	-3	0.1	-5	-12	-6	4	-1	13	13	10	11
COc1ccc(N2CCN(CC(O)COc3cc(C)cc(C)c3)CC2)cc1 (configuration not stated)	1	0.3	11	-5	15	2	-3	-10	20	7	-11
CC1CCCCN1C(=O)c1cccc(NC2=C(Cl)C(=O)N(Cc3ccccc3)C2=O)c1 (configuration not stated)	23	-0.2	-44	-9	52*	2	16	-9	26	18	57*
CSCC(=O)NS(=O)(=O)c1ccc(C)cc1	1	-1.9	7	4	5	-1	-12	2	1	1	-17

Only part of the results is shown (hit frequency here may not be typical).
